FLuc act counter – FLuc activators, initial screening, artefact control for FLuc-dependent activation tests, biochemical, ATPlite luminescence. Luciferin 4-monooxygenase (Photinus pyralis), P08659. ATPlite luciferase biochemical, 10 min; 0 = ATP-free wells, 1 = DMSO control. activation factor at 10 µM. 200,000 tested, under 10 active;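 active = luciferase activation factor, scaled between plate controls, of at least 2 with compound at 10 µM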
Target sequence (P08659 whole entry, looked up): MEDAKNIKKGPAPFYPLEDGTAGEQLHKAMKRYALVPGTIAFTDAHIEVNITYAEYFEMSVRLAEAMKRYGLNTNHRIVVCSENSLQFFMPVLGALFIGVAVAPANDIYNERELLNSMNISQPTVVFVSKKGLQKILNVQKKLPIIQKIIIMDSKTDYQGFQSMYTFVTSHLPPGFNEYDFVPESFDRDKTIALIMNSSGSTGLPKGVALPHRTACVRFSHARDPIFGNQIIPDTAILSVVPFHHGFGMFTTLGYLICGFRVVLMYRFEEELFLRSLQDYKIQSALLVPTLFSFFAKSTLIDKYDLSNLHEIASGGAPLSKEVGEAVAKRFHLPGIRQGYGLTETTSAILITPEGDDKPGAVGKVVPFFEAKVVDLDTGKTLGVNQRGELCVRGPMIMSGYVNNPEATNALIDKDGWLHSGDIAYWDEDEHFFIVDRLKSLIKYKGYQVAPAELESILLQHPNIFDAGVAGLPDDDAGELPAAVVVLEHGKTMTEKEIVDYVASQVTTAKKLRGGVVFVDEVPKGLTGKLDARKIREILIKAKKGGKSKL
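Assay system – cell-free luciferase reagent · Medium – PBS-based ATP solution · Dosing – test compounds dosed from 2 mM stocks in 100% DMSO · Timing – 10 min, room temperature · Technique – light output (luminescence) · Measure – luminescence gain marking luciferase activators · Controls – No-ATP low control, compound-free enzyme-plus-ATP high control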
STAT3 inh – IL-6 driven STAT3 reporter inhibitors, primary screen, U3A cells, luciferase, luminescence, MLSCN library | IL-6 STAT3-luciferase reporter; host cell line lacks STAT1 | inhibition, % at 5.5 µM | 0.89% of 190,000 active | AID 862, 2007;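 active = inhibition above the mean inhibition across all screened compounds plus 3 SD, cut at about 44% in these data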;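 also: 0% = DMSO only wells and 100% = 100 µM nifuroxazide control wells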
ROMK mod – ROMK potassium channel modulators, primary screen, cell-based, thallium flux, MLSMR library. ATP-sensitive inward rectifier potassium channel 1 (Homo sapiens), P48048. Tet-inducible ROMK, thallium flux fluorescence; actives lie on both sides. B-score at 10 µM. 2% of 130,000 active. AID 1918, 2009;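 active = signal ratio slope over the read window, or its plate-corrected B-score, at least 3 SD from the plate mean, either direction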;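 also: B-score of the F/F0 ratio slope over 7 to 12 s after thallium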
Target sequence (P48048 whole entry, looked up): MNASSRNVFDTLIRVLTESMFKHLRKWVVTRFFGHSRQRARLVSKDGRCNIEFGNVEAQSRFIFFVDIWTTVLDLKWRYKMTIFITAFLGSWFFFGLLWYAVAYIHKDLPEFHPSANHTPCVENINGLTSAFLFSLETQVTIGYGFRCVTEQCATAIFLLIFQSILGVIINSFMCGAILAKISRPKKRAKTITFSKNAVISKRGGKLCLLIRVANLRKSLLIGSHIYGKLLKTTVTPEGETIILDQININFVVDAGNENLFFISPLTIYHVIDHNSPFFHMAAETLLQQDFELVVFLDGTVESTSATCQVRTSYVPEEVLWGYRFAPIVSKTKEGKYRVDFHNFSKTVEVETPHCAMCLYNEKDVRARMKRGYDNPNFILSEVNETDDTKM
APP transl inh – inhibitors of APP translation via 5'UTR reporter, primary screen, APP 5'UTR luciferase, SH-SY5Y cells; inhibition, % at 2 µM; SH-SY5Y APP 5'UTR-luciferase reporter, luminescence; 0.82% of 190,000 active;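 active = inhibition above a set limit, derived from the sample mean plus 3 SD, cut at about 45% in these data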; also: values of inactives mirror those of a sister screen read the other way
APP 5'UTR act – activators of APP 5'UTR luciferase reporter, primary screen, SH-SY5Y cells; AID 1276, 2008; activation, % at 2 µM; 1% of 190,000 active; SH-SY5Y APP 5'UTR luciferase reporter, luminescence; zero percent = DMSO vehicle wells;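 active = activation above a set limit, based on mean plus 3 SD of controls, cut at about 140% in these data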; also: values of inactives mirror those of a sister screen read the other way
NF-kB neuron act – activators of NF-kB expression in neurons, primary screen, cell-based, HTS. 1.6% of 190,000 active. human neuronal cells, NF-kB reporter expression; stronger effect = higher value. fold change at 12.5 µM. AID 1239, 2008; in the data active = fold change above about 3.3
STAT1 inh – STAT1 signaling inhibitors, primary screen, cell-based, HTS, luciferase reporter; NIH 3T3 STAT1-luciferase reporter, IFN-gamma, luminescence; inhibition, % at 5.5 µM; 0.35% of 200,000 active; AID 920, 2007;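 active = inhibition above a set limit, the mean inhibition across all tested compounds plus 3 SD, cut at about 34% in these data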;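 also: 0% = IFN-gamma with DMSO and 100% = IFN-gamma with 300 µM nifuroxazide; values of inactives mirror those of a sister screen read the other way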
FLuc inhib CS – firefly luciferase enzyme inhibitors, primary screen, artefact control for luciferase-based inhibitor screens, biochemical, luminescence, ATPLite; Luciferin 4-monooxygenase (Photinus pyralis), P08659; 10 min; inhibition, % at 10 µM; 1.5% of 200,000 active;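 active = inhibition above about 50% when tested at 10 µM, limit read from the data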
STAT3 act – IL-6 driven STAT3 reporter potentiators, primary screen, U3A cells, luciferase, luminescence, MLSCN library. IL-6 STAT3-luciferase reporter; 100% = signal with IL-6 EC80 alone. 0.91% of 190,000 active. AID 871, 2007. activation (% of control), % at 5.6 µM;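 active = activation above the screen-wide mean of compound activation plus 3 SD, cut at about 130% in these data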;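 also: 0% = background luminescence of wells with medium and substrate only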
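Assay system – human STAT1-deficient U3A cells with stable STAT3-luciferase reporter · Also added – IL-6 (33 ng/mL) · Schedule – compound 1 h, then IL-6 6 h at 37 °C · Technique – reporter luminescence signal · Evaluation – % activation versus median of IL-6-stimulated wells · Benchmarks – IL-6-only wells as 100% reference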
STAT1 activator – STAT1 signaling activators, primary screen, cell-based, HTS, luciferase reporter; AID 932, 2007; activation (% of control), % at 5.5 µM; NIH 3T3 STAT1-luciferase reporter, IFN-gamma, luminescence; 100% = IFN-gamma alone, no compound; 2.6% of 200,000 active;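 active = activation above the screen-wide mean activation plus 3 SD, cut at about 130% in these data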;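 also: raw ratio to IFN-gamma control signal so 100% means no change and 0% no light; values of inactives mirror those of a sister screen read the other way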
Active calls of the source: *; . = no result given.

Each structure is followed by: FLuc act counter, STAT3 inh, ROMK mod, APP transl inh, APP 5'UTR act, NF-kB neuron act, STAT1 inh, FLuc inhib CS, STAT3 act, STAT1 activator
(1) O=C(Nc1ccccc1)c1ccc(NCCN2C(=O)CCC2=O)c([N+](=O)[O-])c1
→ 1, -1, 0.87, -12, 12, 1.1, -6, 0, 105, 104
(2) CCOC(=O)C(NC(=O)CC)(Nc1ccc(S(=O)(=O)Nc2onc(C)c2C)cc1)C(F)(F)F (configuration not stated)
→ 1.1, -2, ., 15, -15, 1, -1, -6, 103, 100
(3) O=C(CNC(=S)N(Cc1ccccc1)Cc1ccccc1F)NCCc1ccccc1
→ 1, -6, -0.052, -6, 6, 0.74, 7, -4, 106, 92
(4) Clc1ccc(CSc2nnnn2-c2ccc3c(c2)OCO3)c(Cl)c1
→ 1.1, 0, ., 6, -6, 1.3, 8, -10, 101, 93
(5) Cn1nnnc1SCc1c(F)cccc1F
→ 1.1, -5, 0.15, -13, 13, 0.97, -5, -7, 106, 104
(6) Cc1cc(Cl)ccc1OCC(O)CN1C(C)CCCC1C (configuration not stated)
→ 1, -2, 0.33, 1, -1, 1.1, 8, -5, 109, 91
(7) C=CCn1c(SCC(=O)c2cc(C)n(CCOC)c2C)nc2sc(C)c(C)c2c1=O
→ 1, 9, -0.44, 10, -10, 0.52, 0, 0, 97, 100
(8) O=C(C[n+]1ccc(C(=O)N/N=C/c2ccc(OCc3ccccc3)cc2)cc1)c1ccccc1
→ 1, -6, 0.12, ., ., 1.8, -11, 2, 105, 103
(9) CCC(C)(C)n1nnnc1C(c1cccs1)N1CCc2ccccc21 (configuration not stated)
→ 1.1, -3, ., -18, 18, 0.9, -4, -5, 105, 104
(10) CCOc1ccc(NC(=O)COC(=O)Cc2ccc(S(=O)(=O)N3CCOCC3)s2)cc1
→ 1, 17, ., 6, -6, 1.1, -2, 1, 91, 102

Arranged by number of heavy atoms (low to high): part of the list above
Each structure is followed by: FLuc act counter, STAT3 inh, ROMK mod, APP transl inh, APP 5'UTR act, NF-kB neuron act, STAT1 inh, FLuc inhib CS, STAT3 act, STAT1 activator
(4) Clc1ccc(CSc2nnnn2-c2ccc3c(c2)OCO3)c(Cl)c1
→ 1.1, 0, ., 6, -6, 1.3, 8, -10, 101, 93
(1) O=C(Nc1ccccc1)c1ccc(NCCN2C(=O)CCC2=O)c([N+](=O)[O-])c1
→ 1, -1, 0.87, -12, 12, 1.1, -6, 0, 105, 104
(3) O=C(CNC(=S)N(Cc1ccccc1)Cc1ccccc1F)NCCc1ccccc1
→ 1, -6, -0.052, -6, 6, 0.74, 7, -4, 106, 92

The list continues.
Each structure is followed by: FLuc act counter, STAT3 inh, ROMK mod, APP transl inh, APP 5'UTR act, NF-kB neuron act, STAT1 inh, FLuc inhib CS, STAT3 act, STAT1 activator
(11) CCCCS/C(=C(/C#N)C(N)=O)c1cc2c([nH]1)CCCC2
→ 1, 5, 0.89, -1, 1, 1.7, -9, -5, 102, 108
(12) Cc1nc(SCC(O)CCl)c([N+](=O)[O-])[nH]1 (configuration not stated)
→ 1.1, 6, 1, -8, 8, 1.3, 4, -6, 97, 89
(13) O=C(CSc1nnc(Cn2c(=O)sc3ccccc32)n1-c1ccccc1)NCc1ccco1
→ 1, 2, ., 18, -18, 1.1, -4, -4, 99, 105
(14) CC(=O)c1ccccc1OCCOCCOCCOc1ccccc1C(C)=O
→ 1.1, 6, ., -15, 15, 0.98, 6, -7, 96, 94
(15) O=C(OCc1cc2ccccc2[nH]c1=O)c1cccs1
→ 1, 18, 0.29, 0, 0, 1, -9, -3, 87, 108
(16) Cc1c(Br)c([N+](=O)[O-])nn1CC(=O)NCCc1c[nH]c2ccccc12
→ 1, 13, -0.7, -2, 2, 1.1, 1, -2, 92, 98
(17) CC1CCCCC1NCC(=O)Nc1ccccc1-c1ccccc1 (configuration not stated)
→ 1, 14, ., -7, 7, 1.1, 3, -4, 90, 98
(18) COc1ccc(C(=O)/C=C(\C)Nc2ccc(NC(C)=O)cc2)cc1
→ 1, 3, ., 6, -6, 1.7, -18, 1, 107, 116
(19) O=c1[nH]c2ccccc2n2cnnc12
→ 1, -1, 0.14, -3, 3, 1.1, -2, -3, 104, 102
(20) CCCc1nn2c(=O)cc(O)nc2s1
→ 1.1, 0, 0.35, 26, -26, 1, 2, -6, 98, 98
(21) O=C1c2ccccc2C(=O)N1CCC(=O)N1CCc2ccccc21
→ ., -5, ., -9, 9, ., -2, ., 106, 102
(22) c1ccc(-n2nnnc2NC2CCCCC2)cc1
→ 0.9, 5, ., -3, 3, 1.1, 12, 8, 104, 90
(23) CCOC(=O)CSc1nc(CC)nc2ccccc12
→ 1.1, 1, -0.85, -2, 2, 1.3, -1, -5, 103, 99
(24) COc1ccc2nc(-c3ccccc3)cc(OC)c2c1
→ 0.9, 9, -0.66, -12, 12, 1.7, -20, 10, 92, 118
(25) CC(C)(C)c1ccc(C(=O)NC(Cc2ccccc2)C(=O)O)cc1 (configuration not stated)
→ 1, 3, ., -13, 13, 1.1, -12, -1, 101, 111
(26) CCN1C(=O)/C(=C\c2ccncc2)SC1=Nc1ccc(C)c(C)c1
→ 1, -12, ., 25, -25, 0.92, -8, -1, 112, 107
(27) O=C(CSCc1ccc(Cl)cc1)N/N=C/c1ccc(OCC(=O)Nc2ccccc2)cc1
→ 1, 0, ., 5, -5, 1.1, -6, -1, 106, 105
(28) COc1ccc(NC(=O)c2[nH]c(C)c(C(C)=O)c2C)cc1
→ 1, -46, 0, -28, 28, 1.9, -22, 4, 143*, 118
(29) CN(CCc1ccccn1)C(=O)CCC1CCCN(C(=O)c2n[nH]c3c2CCCC3)C1 (configuration not stated)
→ 1, 20, 0.065, 3, -3, 1.2, -1, -2, 92, 100
(30) O=C(O)CSc1c(-c2cccs2)[nH]c2ccccc12
→ 1.1, 0, ., -26, 26, 1.2, 5, -9, 101, 96
(31) CC(NCc1nc2ccccc2n1C)C12CC3CC(CC(C3)C1)C2 (configuration not stated)
→ 1.1, -1, ., -10, 10, 0.85, 4, -6, 104, 95
(32) Cc1ccc(-c2nc(C#N)c(NCC3CCCO3)o2)cc1 (configuration not stated)
→ 0.9, -2, -1, -32, 32, 2.2, -28, 15, 104, 124
(33) CC(=O)OC1(C(F)(F)F)Oc2ccccc2NC1=O (configuration not stated)
→ 1, 8, -0.1, -1, 1, 0.87, 4, -4, 97, 95
(34) Nc1nc2c(s1)COc1ccccc1-2
→ 1, -28, -0.018, -5, 5, 1.4, -7, 0, 126, 104
(35) Cc1cccc(N2CCN(C(=O)C3CCN(c4nnc(-n5cccc5)s4)CC3)CC2C)c1 (configuration not stated)
→ 1.1, 4, ., 15, -15, 0.59, 7, -6, 97, 94
(36) COc1ccc(CN(C(=O)c2nsc(Cl)c2Cl)C(C(=O)NC2CCCC2)c2ccc(C)cc2)cc1 (configuration not stated)
→ 1.1, 0, -1.1, ., ., 0.76, 1, -7, 100, 99
(37) O=C(c1coc2ccccc2c1=O)N1CCN(c2cccc(C(F)(F)F)c2)CC1
→ 1, 9, ., -4, 4, 1.1, 2, -4, 95, 98
(38) CC(C)C(C(=O)OCC(=O)c1cccc([N+](=O)[O-])c1)N1C(=O)[C@@H]2[C@H]3CC[C@H](C3)[C@@H]2C1=O (some centres not stated)
→ 1, 10, -1.5, 7, -7, 0.86, -1, 3, 94, 101
(39) CC1(C)CC(=O)C2=C(C1)OC(N)=C(C#N)C2c1ccccc1[N+](=O)[O-] (configuration not stated)
→ 1.1, 3, -1.3, -3, 3, 1, -9, -6, 102, 106
(40) CCCn1c(NC(=O)c2ccccc2Br)nc2ccccc21
→ 1, 8, 0.099, 6, -6, 1.1, -5, -5, 95, 104
(41) Clc1nc(-c2ccccn2)nc2scc(-c3ccccc3)c12
→ 0, 26, -0.64, -113, 113, 3.3*, -30, 97*, 78, 127
(42) O=C(O)C1(NS(=O)(=O)c2ccc(Cl)cc2)CCCCC1
→ 1.1, -5, 0.7, 1, -1, 1, 4, -6, 102, 96
(43) Cc1cc(C(=O)N/N=C2\CC(=O)CC(C)(C)C2)n[nH]1
→ 1, 1, ., -6, 6, 1.3, 1, 3, 101, 99
(44) O=C(COC(=O)CC12CC3CC(CC(C3)C1)C2)Nc1cccnc1Cl
→ 1, 7, 0.91, -13, 13, 1.4, 0, -2, 102, 100
(45) Cn1cc(C=O)c2cc(F)ccc21
→ 1, -3, -0.53, -9, 9, 0.95, 4, 0, 104, 95
(46) CCO[C@@H]1OC(C(=O)NCc2ccccc2)=C[C@H](c2cn(C(C)=O)c3ccccc23)[C@H]1CCCO
→ 1, ., ., 16, -16, 0.75, 6, -3, ., 96
(47) O=C(CN1C(=O)c2ccccc2C1=O)Nc1cccnc1
→ 1.1, 10, -0.03, -11, 11, 0.82, -5, -6, 93, 104
(48) CCOC(=O)c1c(NC(=O)c2c(Br)cnn2C)c(C#N)nn1-c1ccccc1
→ 1, 9, ., -21, 21, 0.78, 2, -3, 96, 99
(49) CCOC(=O)c1ccc(NC(=O)c2cc(F)c(F)cc2Cl)cc1
→ 1.1, 23, 1.5, -8, 8, 1.1, -17, -7, 86, 114
(50) CC(C)(C)C1CCc2onc(C(=O)O)c2C1 (configuration not stated)
→ 1.1, 10, 0.44, 7, -7, 1, -4, -10, 97, 102
(51) CC(C)OC(=O)CSc1nc(Cc2cccs2)nc2ccccc12
→ 1.1, -8, -0.76, -1, 1, 1.1, 5, -10, 109, 94
(52) Cc1ccc2nc3sc(C(=O)Nc4ccc(N5CCOCC5)cc4)c(N)c3cc2c1
→ 1, 16, ., -6, 5, 0.93, -4, -2, 89, 103
(53) O=C(Nc1ccccc1N1CCOCC1)c1ccc([N+](=O)[O-])cc1
→ 1, 13, ., -1, 1, 0.89, 11, 0, 99, 90
(54) O=C(NC(=O)c1ccccc1)NC1(C(F)(F)F)OCCO1
→ 0.9, -16, ., -97, 97, 4.2*, -39, 12, 119, 135*
(55) Cc1cc(NO)nc(-c2ccc(Br)cc2)n1
→ 1, 16, ., -34, 34, 3.2, -10, -3, 92, 111
(56) CCOC(=O)c1ccccc1NS(=O)(=O)c1ccc(C)cc1
→ 1, -8, 0.19, 5, -5, 0.75, 1, -1, 104, 99
(57) CCCn1c(CC)nc([N+](=O)[O-])c1Sc1ccc(F)cc1
→ 1, 14, -1, -6, 5, 1.4, 16, 4, 94, 86
